Myeloid diff 2: promotes myeloid progenitor differentiation; ER-HoxA9 myeloid progenitors, lysozyme-GFP differentiation, flow cytometry; calls only at 10 µM; 360,000 tested, 1% active; AID 624256;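 active = normalized GFP-positive differentiation at or above the plate's own cutoff, the solvent-only control mean plus 3 SD; inconclusive = no clear call, values can overlap the other calls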;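 also: cells exposed to compound for four days before flow analysis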
NS5 inhibitors: flavivirus cap methylation enzyme inhibition – biochemical, confirmation dose response, primary screen (AID 588689) | Dengue-2 NS5 methyltransferase capping enzyme assay, biochemical; higher % means a stronger effect | inhibition, % at 25 µM, or IC50 in µM where a hit was titrated | 340,000 tested, 0.3% active; in the data active = a potency from the dose series; inconclusive = inhibition above about 29% without an active follow-up result
LYP phosphatase: inhibitors of LYP phosphatase, biochemical, fluorescence intensity, uHTS (AID 1779). 290,000 tested, 0.054% active. recombinant LYP phosphatase, fluorescence intensity; higher % means a stronger effect. inhibition, % at 11.5 µM; hits with a dose series show IC50 in µM;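 also: plate controls were vehicle with enzyme for no effect and no enzyme for full effect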
XIAP antagonists: XIAP antagonists, biochemical, IAP family, fluorescence polarization (AID 1018). XIAP BIR domain, fluorescence polarization peptide displacement; higher % means a stronger effect. 200,000 tested, 0.007% active. displacement, % at 20 µM, or IC50 in µM where a hit was titrated; in the data active = displacement above about 50%; also: a part of the inactive calls stands beside numbers as strong as those of hits
HEK293 NOD2/NF-kB: inhibition of NOD2-driven NF-kB reporter – cell-based, luminescence, uHTS, HEK293 (AID 1566). HEK293 NOD2/NF-kB luciferase reporter, luminescence; higher % means a stronger effect. one-dose inhibition, % at 4 µM; EC50 in µM for titrated hits. 290,000 tested, 0.63% active; also: many of its hits are not listed in these tables
AID2073: disruptors of CaV2.2 binding to Mint1 – biochemical, HTRF (AID 2073); HTRF protein-protein interaction, Mint1-CaV2.2; higher % means a stronger effect; inhibition, % at 20 µM, or IC50 in µM where a hit was titrated; 290,000 tested, 0.19% active; in the data active = inhibition mostly above about 51%, no sharp cut-off; inconclusive = no clear call, values can overlap the other calls; inactive = mostly below about 53%; also: some results filed as inactive read as strong as hits
HIV fusion peptide: inhibitors of HIV fusion peptide binding, primary screen, biochemical, uHTS, fluorescence dequenching (AID 1986) | cell-free peptide binding, fluorescence dequenching, 30 min; higher % means a stronger effect | one-dose inhibition, % at 20 µM; IC50 in µM for titrated hits | 290,000 tested, 0.3% active; in the data active = inhibition mostly above about 52%, no sharp cut-off; inactive = mostly below about 76%; also: some results filed as inactive read as strong as hits
SIAH1 antagonists: Siah-1 peptide-binding antagonists, primary screen, biochemical, fluorescence polarization, rhodamine-plectin, uHTS (AID 1817) | Siah-1 / rhodamine-plectin peptide fluorescence polarization; higher % means a stronger effect | displacement, % at 20 µM; hits with a dose series show IC50 in µM | 290,000 tested, 0.02% active;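 active = displacement of at least 50% at 20 µM, with a fluorescence ratio check between 0.3 and a set limit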;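 also: plate controls were Siah plus tracer with DMSO for no effect and tracer alone without Siah for full effect; strong numbers were not always called active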
Hep lipid drop: modulators of hepatic lipid droplet formation | AML12 mouse hepatocytes, oleate lipid droplets, BODIPY imaging | inhibition, % at 6.5 µM | 240,000 tested, 0.4% active | AID 1656;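 active = lipid droplet intensity inhibited by at least 50%, with more than 500 cells counted; inconclusive = wells with under 300 cells, treated as cytotoxic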
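Test system: AML12 hepatocytes (mouse); reagent: oleate loading, 100 µM; dosing: one dose, 6.5 µM compound; incubation: overnight exposure; signal: fluorescence imaging, 20x objective, two fields per well; read-out basis: % inhibition of corrected integrated BODIPY droplet signal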
Hep lipid drop cells 6.5 µM: also measured in Hep lipid drop; calls as there; cell count; measured here: cell count, cytotoxicity flag;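 cells counted across two imaged fields per well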
NS5 inhibitors pilot replicate: second read-out of NS5 inhibitors, no call of its own (marks repeat the call); inhibition, %; measured here: pilot screen replicate inhibition
Myeloid diff 2 GFP+ MAC1+ %: also measured in Myeloid diff 2; calls as there; GFP+ MAC1+ double positive, %; measured here: differentiation confirmed by MAC1 staining
An asterisk follows results filed as active; i = inactive; ? = inconclusive; . = not tested or not shown; + = active, no number; & = joins results of further samples. Rule as the data show it, unless noted: active = inhibition above about 50%; inactive = the rest.

SMILES	Myeloid diff 2	Myeloid diff 2 GFP+ MAC1+ %	NS5 inhibitors	LYP phosphatase	XIAP antagonists	HEK293 NOD2/NF-kB	AID2073	HIV fusion peptide	SIAH1 antagonists	Hep lipid drop	Hep lipid drop cells 6.5 µM	others
Cc1ccc(C)c(NNC(N)=S)c1	i	0.6	-2%	-1%	-9.7%	-11%	-4%	-1.4%	-4%	8	680
COc1ccc(C(=O)c2sc(Nc3ccccc3F)nc2N)cc1	i	0.3	9%	0%	.	-66%	16%	-2.0%	-4%	.	.
Cc1c(NC(=O)/C(C#N)=C/c2ccc(-c3cc(Cl)ccc3Cl)o2)c(=O)n(-c2ccccc2)n1C	i	0.2	-3%	4%	-3.3%	-17%	9%	-3.8%	9%	-14	497
C/C(CC(=O)NC(C)(C)C)=N\NC(=O)COc1ccc(C)cc1Br	i	0.2	-2%	-5%	-2.0%	11%	5%	-0.9%	-4%	8	689
O=C(CSc1nnc(SCc2cccc3ccccc23)s1)c1ccc2c(c1)OCO2	i	1.6	-3%	-7%	-5.8%	-95%	-7%	-1.1%	4%	.	.
O=C(COC(=O)c1cc(=O)[nH]c2ccccc12)NC1CCCC1	i	0.2	.	-1%	-20%	1%	48%	-0.3%	4%	6	683
Cc1sc2ccccc2[n+]1CC(=O)c1ccccc1	i	1.0	-23%	-8%	.	-5%	-5%	2.2%	1%	-14	777
Cc1c(C)n(Cc2ccc(Cl)cc2)c2ccc(C(=O)NCCCN3CCOCC3)cc12	i	1.4	13%	-9%	.	-10%	4%	-2.4%	3%	-43	695
O=C(Nc1cccnc1)C1=NN(C2CCS(=O)(=O)C2)C(=O)CC1 (configuration not stated)	i	0.1	-6%	3%	-7.7%	20%	-3%	-0.3%	1%	-17	683
CCOC(=O)c1[nH]c2ccccc2c1NC(=O)c1nonc1C	i	2.8	-3%	-7%	-3.6%	4%	-6%	3.2%	2%	.	.	NS5 inhibitors pilot replicate=4.4
O=C(NCc1ccccn1)c1cc(Cl)ccc1OCc1ccccc1	i	0.4	-6%	-3%	.	13%	8%	-1.3%	-7%	-17	796
Cc1nn(-c2ccc(F)cc2F)c(=O)c2noc(C)c12	i	0.4	-3%	-9%	.	11%	-2%	-2.2%	1%	8	723
CCc1cccc2c(=O)c(C(=O)NCCN3CCOCC3)c[nH]c12	i	0.6	4%	-1%	-2.6%	2%	0%	-1.0%	1%	0	711
CCC(=O)Nc1ccc(C(=O)NNC(=O)C2CCCCC2)cc1	i	0.7	-5%	-5%	.	2%	-2%	1.0%	-1%	-10	708
CN1CCN(c2oc(COc3ccc(-c4ccccc4)cc3)nc2C#N)CC1	i	9.1	-1%	-3%	-4.9%	-18%	0%	-1.7%	0%	1	768
Cc1cc(C)c2nc(NCc3ccccc3O)sc2c1	i	0.1	1%	0%	.	-16%	11%	1.0%	12%	.	.
O=C(Cc1ccccc1)NCC(=O)N1CCCCC1	i	0.5	1%	-3%	-6.2%	5%	-3%	-0.2%	2%	4	675
CCCCCCCc1c(C)nc(N2CCOCC2)[nH]c1=O	i	5.8	1%	2%	-5.4%	17%	1%	-2.2%	3%	-7	741
COc1cc(NC(=O)NCC2CCN(Cc3ccccc3Cl)CC2)cc(OC)c1OC	i	0.3	23%	-7%	.	-4%	0%	-0.2%	-7%	-29	843
CC(C)OC(=O)/C(=C/c1cccnc1)NC(=O)c1ccccc1	i	1.8	-6%	-7%	-0.5%	16%	3%	1.2%	4%	-1	638
Cc1ccc(NC(=O)CS(=O)CC(=O)N(CC(=O)NC2CCCC2)c2cccc(C)c2C)cc1 (configuration not stated)	i	0.9	-7%	1%	-4.3%	-4%	19%	-0.3%	-1%	.	.
COc1cc(N2CCCC2)c(OC)cc1/C=C(/C#N)c1cccc(Br)c1	+	15*	-17%	0%	71%	18%	3%	51%*	0%	1	707
CNC(=O)COC(=O)c1ccc2c(c1)S(=O)(=O)c1ccccc1C2=O	i	0.3	-10%	-8%	.	7%	-5%	-1.5%	0%	8	834
O=C(CCNC(=O)c1ccc(Br)o1)NCc1ccc(Cl)cc1	i	0.5	-1%	-2%	-2.0%	7%	0%	1.2%	4%	.	.
NC(N)=NS(=O)(=O)c1ccc(NC(=S)NC(=O)/C=C/c2ccc(F)cc2)cc1	i	0.8	.	-11%	.	17%	4%	-1.0%	-9%	1	857
CCCNC(=O)N(C)c1nncnc1C(=O)NC	i	0.5	-3%	-6%	-8.9%	14%	0%	-2.9%	-1%	.	.
CN(CCCC(=O)O)S(=O)(=O)c1ccc2c(c1)C(=O)c1cc(S(=O)(=O)N(C)CCCC(=O)O)ccc1-2	i	0.3	-5%	-4%	.	2%	6%	3.2%	3%	14	849
CCOCCCNC1=C(Cl)C(=O)c2ccccc2C1=O	i	0.5	0%	-11%	.	1%	-14%	-2.3%	31%	-2	725
COc1ccc(S(=O)(=O)N2CCN(C3CCCCCCC3)CC2)cc1	i	0.0&0.0	1%	-3%&-4%	-3.6%&-5.9%	-26%&1%	-5%&3%	1.4%&0.4%	2%&3%	-23&9	521&698
Cc1ccc(NC(=O)Cn2c(=O)cnc3ccccc32)cc1S(=O)(=O)N(C)C	i	0.6	-1%	-4%	-9.1%	13%	4%	1.4%	5%	14	653
COc1ccc(C(=O)NNC(=O)Nc2ccc(Cl)cc2)cc1	i	0.5	-10%	3%	-8.6%	-23%	-5%	3.1%	2%	6	656
O=C(CNC(=O)c1ccc(Cl)cc1)Nc1ccc(S(=O)(=O)Nc2ncccn2)cc1	i	0.2	-6%	0%	.	17%	10%	14%	2%	6	732
Cc1ccc2[nH]c3c(N4CCCCCC4)ncnc3c2c1	.	.	.	4%	-5.4%	29%	9%	-1.5%	1%	-57	638
CC(C(=O)Nc1ccc(F)cc1Cl)N(C)CCOc1ccccc1 (configuration not stated)	i	0.2	-4%	-3%	.	3%	6%	0.9%	4%	-3	863
Nc1ccc(N=Nc2ccccc2)c2cccnc12	i	1.3	8%	15%	.	-76%	-9%	-7.5%	-7%	42	802
Cc1cccc2cc(CN(CC(C)C)S(=O)(=O)c3ccccc3)c(=O)[nH]c12	i	1.3	-7%	-7%	.	12%	-2%	0.0%	0%	-23	677
COc1ccc(NC(=O)CN2CCN(c3ccc(Cl)cc3)CC2)c(OC)c1	i	1.4	-5%	6%	-2.9%	27%	6%	-1.7%	1%	.	.
CCNC(=S)Nc1ccc2ncoc2c1	i	1.0	-3%	-1%	-20%	12%	0%	-0.3%	-2%	12	711
Cc1cc(C)c(C(=O)CSc2nc(C)cc(=O)[nH]2)c(C)c1	i	0.6	-6%	-6%	.	8%	5%	-0.9%	4%	-2	837
O=S(=O)(NCc1cc(-c2ccccc2Cl)no1)c1ccccc1	i	0.4	-2%	0%	4.7%	-34%	13%	4.0%	-1%	.	.
COC(=O)c1cc(Br)ccc1NC(=O)CCNC(=O)c1ccco1	i	0.7	-4%	-6%	.	7%	-6%	2.5%	4%	2	722
Cc1ccc(-c2nc3cc(N)ccc3o2)cc1Br	i	0.9	0%	-3%	.	-111%	45%	0.1%	-3%	6	805
CC1Nc2ccccc2C(=O)N1NC(=O)c1ccc(Br)cc1 (configuration not stated)	i	1.0	-1%	-8%	-9.7%	1%	33%	-0.6%	-2%	-15	663
CCOC(=O)c1sc(NC(=O)c2cccnc2)nc1C	i	1.7	-7%	-7%	-3.1%	-1%	4%	0.8%	2%	.	.
O=C(CSc1ncnc2c1oc1ccccc12)OCc1ccccc1	i	5.8	2%	-4%	-3.7%	13%	-9%	-3.2%	0%	.	.
CCn1nnc(NC(=O)c2cccnc2)n1	i	0.7	-1%	-4%	-7.6%	8%	-13%	1.1%	0%	.	.
Cn1c(CC2Sc3ccccc3NC2=O)nnc1SCC(=O)c1ccc(Cl)cc1 (configuration not stated)	i	0.6	-8%	-2%	.	13%	-5%	-0.5%	5%	-36	715
CCC(=O)NC(Nc1cc(C)ccn1)(C(F)(F)F)C(F)(F)F	i	0.4	-5%	-14%	-10%	6%	1%	-0.1%	2%	10	722
O=C(Nc1ccc2nn(-c3ccc(F)cc3)nc2c1)c1cccnc1	i	0.1	-5%	-7%	-0.2%	21%	40%	1.8%	1%	1	716
COc1cc(C(=O)Oc2ccccc2/C=N/NC(=O)c2ccc(Cl)cc2)cc(OC)c1OC	?	.	3%	0%	-1.7%	-31%	6%	2.1%	0%	-10	552
CC(C)c1ccc(C2C(C(=O)c3ccco3)=C(O)C(=O)N2CC2CCCO2)cc1 (configuration not stated)	i	0.2	-8%	-7%	.	9%	1%	-1.4%	6%	-5	811
Cc1nc2ccccc2c2oc(C(=O)NCCCN3CCC(C)CC3)cc12	i	5.7	-4%	-3%	9.0%	4%	?	-1.4%	-2%	.	.
Cc1cccc(C)c1OCC(=O)N/N=C/c1ccc2c(c1)OCO2	i	1.5	-5%	-5%	-0.8%	-25%	5%	1.0%	6%	.	.

Screening results: PubChem, several laboratories

Some of the compounds tested, so the mix of outcomes need not match the whole.
